Assay outcomes: PubChem, Sanford-Burnham Center for Chemical Genomics
NR3A LBD binder = binders of NR3A ligand-binding domain, primary screen, biophysical, differential scanning fluorimetry, uHTS. Glutamate receptor ionotropic, NMDA 3A (GRIN3A) ligand-binding domain. NR3A LBD differential scanning fluorimetry, Tm shift; 0% = protein alone, 100% = glycine-bound protein. Tm shift relative to glycine control, % at 25 µM. 340,000 tested, 2.5% active. AID 1259313, 2017;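 active = melting temperature shift of at least 10% of the positive control shift, at one fixed dose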
tim10-1 inh = growth inhibitors of tim10-1 mutant yeast, primary screen, luminescence, uHTS. AID 463190, 2010. inhibition, % at 20 µM. S. cerevisiae tim10-1 ts strain growth, BacTiter-Glo, 24 h. 330,000 tested, 2.2% active;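 active = inhibition of at least 40%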;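 note: mutant grown at 25 °C; 0% = DMSO wells with yeast and 100% = wells holding no yeast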
APJ ag = agonists of human apelin receptor APJ, primary screen, CHO-K1 cells, PathHunter beta-arrestin, luminescence; AID 2520, 2010; activation, % at 20 µM; 0% DMSO wells, 100% apelin; 330,000 tested, 0.11% active;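 active = activation more than six SD over the plate average, tested at 20 µM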;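 note: 0% = DMSO alone and 100% = apelin-13 at 10 nM; some results filed as inactive read as strong as hits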
Target sequence (P35414 whole entry, looked up): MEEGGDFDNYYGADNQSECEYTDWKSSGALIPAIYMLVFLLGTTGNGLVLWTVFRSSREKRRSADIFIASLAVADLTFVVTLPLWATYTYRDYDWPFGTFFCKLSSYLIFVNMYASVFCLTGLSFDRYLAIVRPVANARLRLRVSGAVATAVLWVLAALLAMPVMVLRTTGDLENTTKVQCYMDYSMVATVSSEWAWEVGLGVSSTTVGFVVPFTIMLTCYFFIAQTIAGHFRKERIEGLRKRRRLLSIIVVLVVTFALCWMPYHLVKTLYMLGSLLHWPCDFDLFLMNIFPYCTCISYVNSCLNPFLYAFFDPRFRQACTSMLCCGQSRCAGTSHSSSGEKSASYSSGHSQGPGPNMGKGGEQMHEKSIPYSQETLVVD
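Incubation: overnight seeding, 90 min compound at 25 °C, 1 h detection; test system: PathHunter CHO-K1 APJ (AGTRL-1) beta-arrestin reporter cells; amount: 1000 cells/well; doses: one dose, 20 µM compound, 1% DMSO; measured by: beta-gal luminescence; measure: agonist-driven arrestin binding to APJ; benchmarks: negative DMSO alone, positive Apelin-13 at 10 nM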
TIM10 inh = growth inhibitors of isogenic TIM10 control yeast, primary screen, counter-screen for tim10-1 yeast inhibitor project, luminescence, uHTS | S. cerevisiae TIM10 strain growth, BacTiter-Glo luminescence, 24 h | inhibition, % at 10 µM | AID 463195, 2010 | 330,000 tested, 1.4% active;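 active = inhibition of 40% or more at the single tested concentration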;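 note: wild-type TIM10 isogenic control strain grown at permissive 25 °C; 0% = DMSO yeast wells and 100% = minimal medium wells without yeast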
MPTP inh = mitochondrial permeability transition pore inhibitors, primary screen, biochemical, isolated mouse mitochondria, absorbance; Ca2+ swelling absorbance, 30 min; inhibition, % at 10 µM; 360,000 tested, 1.4% active; AID 602449, 2012;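 active = inhibition of 50% or more, scaled per plate between neutral and stimulator controls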;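 note: 0% = DMSO wells given calcium and 100% = 1 mM EGTA wells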
MIN6 prolif = inducers of MIN6 beta-cell proliferation, primary screen, ATP luminescence, uHTS; MIN6 cells proliferation, ATPlite luminescence, 48 h; cells starved in 0.2% serum; 100% = growth in 10% serum; 330,000 tested, 0.29% active; proliferation, % at 10 µM; AID 2380, 2010;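 active = compounds whose signal lies at least 3.5 SD above the mean of all wells on their plate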;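 note: 0% = DMSO-treated cells in low-serum medium and 100% = 10% serum control; some compounds called inactive have numbers as strong as hits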
NALP3 yeast inh = NALP3 inflammasome inhibitors in reconstituted yeast, primary screen, luminescence, uHTS; Yeast reconstituted NLRP3/ASC/caspase-1, beta-gal luminescence, 24 h; inhibition, % at 10 µM; 330,000 tested, 0.39% active; AID 2825, 2010;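 active = inhibition of 50% or more; inactive = inhibition below 50%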;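 note: plate controls were induced DMSO wells for no effect and uninduced yeast grown without galactose for full effect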
tim23-1 inh = growth inhibitors of tim23-1 mutant yeast, primary screen, luminescence, uHTS | S. cerevisiae tim23-1 growth, BacTiter-Glo luminescence, 24 h | inhibition, % at 20 µM | 330,000 tested, 1.3% active | AID 463212, 2010;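 active = growth inhibition of the mutant yeast at or above 50%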;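 note: temperature-sensitive mutant grown at 25 °C; plate controls were DMSO-treated mutant yeast for no effect and medium wells lacking yeast for full effect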
APJ antag = antagonists of human apelin receptor APJ, primary screen, CHO-K1 cells, beta-arrestin complementation, luminescence | P35414 | inhibition, % at 20 µM | 330,000 tested, 0.32% active | AID 2521, 2010;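 active = inhibition above about 40% at 20 µM, limit read from the data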;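 note: cells challenged with 10 nM apelin-13 agonist together with compound; plate controls were apelin-13 plus DMSO wells for no effect and DMSO wells lacking apelin-13 for full effect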
The depositor's hits bear a star; nt = not tested or not shown.

SMILES	NR3A LBD binder	tim10-1 inh	APJ ag	TIM10 inh	MPTP inh	MIN6 prolif	NALP3 yeast inh	tim23-1 inh	APJ antag
O=C(NC1CCCCC1)C(c1ccccc1F)N(Cc1ccco1)C(=O)Cn1nnc2ccccc21 (stereo not drawn)	0	-15	-4	-3	-0.1	3	-2	-4	21
NCCN1CCN(S(=O)(=O)c2ccc([N+](=O)[O-])cc2)C=C1c1ccc(Cl)cc1	0	14	7	0	-0.2	0	12	20	-3
Cc1ccc2c(CN3CCC(C)CC3)cc(=O)oc2c1C	-1	31	-2	2	-0.2	2	-1	20	9
CC(=O)/C(=N/Nc1ccc(Br)cc1)N1CCCc2ccccc21	4	6	-4	18	9.9	-4	17	13	21
Nc1nc2ccc(C(=O)NCCOC(=O)C3CCCCC3)cc2s1	1	24	-3	24	1.1	-3	6	9	-5
O=C(O)CCn1cc(C2CC(c3ccccc3)=NN2c2ccccc2)c(-c2ccccc2)n1 (stereo not drawn)	2	22	-2	16	1.7	-3	-3	13	3
Cc1[nH]nc2nc(SCC(=O)NC3CCCCC3)n(-c3ccc(Br)cc3)c(=N)c12	4	-1	14	6	-0.8	-5	14	-9	-15
Cc1nc(-c2ccccc2)nn1-c1ccc([N+](=O)[O-])cc1	-2	21	4	22	2.0	2	13	11	-10
CCCCCC(O)(CCCCC)C(=O)NNc1ccccc1	1	-2	-5	-15	0.5	-3	13	31	31
COc1cccc(C(C(=O)NC(C)(C)C)N(C(=O)CCC(=O)Nc2cc(C)on2)C(C)(C)C)c1OC (stereo not drawn)	-3	12	-3	15	-2.7	5.2*	9	12	3
Cn1nnnc1Sc1ncnc2scc(-c3ccccc3C(F)(F)F)c12	-1	18	-2	5	-1.4	-7	27	38	-10
COc1ccc(Br)cc1C(=O)Nc1cccc(C)c1	4	4	-6	-11	4.7	-1	28	4	6
O=C(CNC(=O)c1ccccc1C(F)(F)F)N/N=C/c1cccs1	-1	25	1	9	-0.2	-1	-2	11	-38
CCn1c(-c2ccccc2O)n[nH]c1=S	-11	-7	4	-3	-1.6	-4	2	3	10
Fc1ccc2nc(Nc3nc4c(s3)CCCC4)sc2c1	-2	26	-6	22	5.3	-5	17	21	13
COc1ccc(S(=O)(=O)NC(CC(=O)NCCc2ccc(OC)c(OC)c2)c2ccco2)cc1 (stereo not drawn)	0	-15	-2	-14	-5.2	-1	20	-10	-5
CCOC(=O)c1ccc(NC(=O)CSc2nc(SC)ns2)cc1	-2	-10	0	-18	-0.1	1	20	36	1
O=C(Nc1ccccc1F)c1ccc(-c2cccc([N+](=O)[O-])c2)o1	-4	3	2	4	0.7	1	8	7	-20
COc1ccc(OCCCC(=O)N(C)CC(=O)Nc2c(C)cccc2C)cc1	1	19	7	9	2.5	0	27	5	6
CC(C)Sc1nc2c(c(=O)[nH]1)C(c1cccs1)C1=C(CC(C)(C)CC1=O)N2 (stereo not drawn)	-3	13	-3	-4	-0.6	-3	5	20	-3
COC(=O)c1cc2ccsc2n1Cc1cc(=O)n2ccccc2n1	2	25	-2	11	-0.2	-2	3	17	11
COC(=O)c1cc(NC(=O)CSc2nnc(CN3CCOCC3)n2C)ccc1Cl	2	8	-4	-7	-1.3	-2	16	-3	10
COc1ccc(NC(=O)C2CCCN2C(=O)NCc2ccccc2)c(OC)c1 (stereo not drawn)	1	12	2	-6	0.7	-2	-10	-4	6
CN1C(=O)/C(=C\c2ccc(OC(=O)c3ccco3)cc2)SC1=S	1	10	-6	-13	6.6	-1	8	-3	25
CC1(C)CC(=O)C(C=NCCN2CCN(C(=O)c3ccc(F)cc3)CC2)=C(O)C1	1	13	-1	-1	-0.1	1	14	7	-1
O=C(NCCNC(=O)c1ccccc1Br)c1ccccc1Br	-3	-4	-1	-10	0.8	-1	4	-14	9
COc1ccc(-c2nnc(SC3CCOC3=O)n2C2CCCCC2)cc1OC (stereo not drawn)	0	13	2	5	-0.8	0	7	-5	17
CC(C)CCNC(=O)C1CCC(CNS(=O)(=O)c2cccc3nsnc23)CC1 (stereo not drawn)	0	-14	-1	-7	-1.7	-3	-1	-4	6
Cc1ccc(S(=O)(=O)N2CCCCC2)cc1NC(=O)CCCOc1ccccc1	-7	22	2	1	-1.2	-5	9	23	8
CN(CCNC(=O)c1ccc(CS(=O)(=O)c2c(Cl)cccc2Cl)o1)CCc1ccccc1	-1	21	-5	2	-0.8	-2	10	0	10
CCOc1ccc(-n2c(=O)c3c4c(sc3n(CC(=O)NCc3ccco3)c2=O)CCC4)cc1	3	11	0	-8	-6.4	-2	4	-5	-19
Cc1cc2nc(-c3ccc(SCC(=O)N4CCc5ccccc54)nc3)[nH]c2cc1C	25*	4	2	19	9.2	-5	-14	24	-23
O=C(Cc1cccc2ccccc12)OCn1nnc2ccccc2c1=O	-1	21	-5	-8	-1.3	5	22	16	-7
O=C(c1sccc1Cl)N1CCN(Cc2ccc3c(c2)OCO3)CC1	1	-2	-1	0	5.6	-2	17	4	9
COC(=O)c1c(NC(=O)CCN2CCOCC2)sc2c1CCCC2	2	15	-5	10	-0.9	-3	35	26	-4
COc1ccc(S(=O)(=O)N2CCN(C(=O)C3CC3)CC2)cc1	-1	9	-2	-9	1.3	-2	-6	12	-6
CCCn1nc(NC(=O)c2cccs2)c2cc3cccc(C)c3nc21	-5	23	2	9	1.2	-3	29	39	-15
COc1ccc(-c2cc(=O)c3cc(OC)ccc3[nH]2)cc1	1	-4	-2	6	-1.5	-8	15	1	13
O=C(CN1C(=O)C(=O)N(C2CCCC2)C1=O)NCCc1ccc(Cl)cc1Cl	1	0	-1	17	-1.8	-7	5	12	17
C#CCOCCOCCOCCNc1nc(N2CCN(C(=O)CCCCCCCCCCNC(=O)[C@H](CO)n3cc(CCCSC)nn3)CC2)nc(N2CCN(C(=O)CCCCCCCCCCNC(=O)[C@H](CCCCN)n3cc(C[C@@H](C)CC)nn3)CC2)n1	nt	32	-1	12	nt	-8	9	32	17
CCOC(=O)CNC(=O)C(CC(C)C)NC(=O)C1CCCCC1 (stereo not drawn)	3	10	-3	8	-1.3	0	-7	-2	9
O=C(/C=C/c1ccc(Cl)c([N+](=O)[O-])c1)Nc1cccc(NC(=O)c2ccco2)c1	11*	13	4	17	12	-6	-2	-3	-8
Cc1cc(C)n(-c2nc(NCCN(C)C)c3c4c(sc3n2)CCCC4)n1	-5	-2	-4	-3	-2.4	-6	8	-44	28
CC(C)[C@H](Nc1nc(-c2ccccc2)nc2c1oc1ccccc12)C(=O)O	6	16	-3	8	-0.8	0	-8	17	27
CCc1ccc(S(=O)(=O)NCc2csc(-c3cccnc3)n2)s1	3	22	3	-4	-1.5	-1	17	30	-3
O=C(NCCC(=O)N1CCN(S(=O)(=O)c2ccccc2F)CC1)Nc1ccccc1	-2	-7	-1	3	-0.4	-2	-2	-4	-2
CCOc1ccc2c(C)c(C(=O)O)oc2c1OCC	0	4	-3	-18	-0.2	-1	10	4	-2
Cc1ccc(CSc2nnc(SCC(=O)N/N=C/C=C/c3ccccc3[N+](=O)[O-])s2)cc1	-4	17	4	12	27	-2	22	21	11

Of the compounds above, 2 contain a CF3 group.
SMILES	NR3A LBD binder	tim10-1 inh	APJ ag	TIM10 inh	MPTP inh	MIN6 prolif	NALP3 yeast inh	tim23-1 inh	APJ antag
Cn1nnnc1Sc1ncnc2scc(-c3ccccc3C(F)(F)F)c12	-1	18	-2	5	-1.4	-7	27	38	-10
O=C(CNC(=O)c1ccccc1C(F)(F)F)N/N=C/c1cccs1	-1	25	1	9	-0.2	-1	-2	11	-38

Remaining list, next part.
SMILES	NR3A LBD binder	tim10-1 inh	APJ ag	TIM10 inh	MPTP inh	MIN6 prolif	NALP3 yeast inh	tim23-1 inh	APJ antag
Cc1ccc(CNC(=O)Nc2ccccc2)cc1	5	-2	3	-2	-2.4	0	21	-12	7
Cc1ccc(-c2nnc(Nc3ccc4c(c3)OCO4)c3ccccc23)cc1S(=O)(=O)NCCO	-3	-2	-1	-10	3.3	-1	-8	-17	15
O=C(c1ccccn1)N1CCN(S(=O)(=O)c2cccc(Br)c2)CC1	4	-5	-3	0	-0.6	1	3	-9	-1
CC1CC(C)CN(CCCNC(=O)CN2C(=O)CSc3ccc(S(=O)(=O)N4CCCCC4)cc32)C1 (stereo not drawn)	-1	3	-2	-1	-2.0	-3	3	-13	4
CC(C)(C)C(=O)Nc1ccccc1N1CCN(C(=O)c2ccc(Cl)cc2)CC1	-1	32	-1	36	-2.7	-2	18	3	2
COc1cccc(CN2CC(C(=O)NCCCc3ccc(C)cc3)CCC2=O)c1 (stereo not drawn)	-2	15	-1	1	-1.5	-2	6	30	12
COc1cc(F)ccc1CN1CCC(C(=O)Nc2ccc(Oc3ccccc3)nc2)CC1	0	8	-4	-7	23	-4	9	-18	8
CCOC(=O)c1sc(NC(=O)Nc2ccc(Cl)cc2)cc1C	27*	12	4	7	116*	-3	23	4	5
CN(CC(=O)Nc1cccc(F)c1)C(=O)Cn1cnc2c1c(=O)n(C)c(=O)n2C	-1	5	-5	11	-1.0	-5	5	4	-10
O=C(NCc1cccnc1)C1CC(c2cccc(Br)c2)=NO1 (stereo not drawn)	2	-1	0	0	-0.2	2	10	-7	9
O=C1CC(c2ccccc2)n2ncnc2N1 (stereo not drawn)	1	4	-4	-7	0.7	-1	11	16	11
CC1CCN(C(=O)Cn2ncc3c([nH]c4ccccc43)c2=O)CC1	-1	13	1	-3	-1.8	-2	-1	17	3

Individual results from the entries so far.
Entry for CC1CCN(C(=O)Cn2ncc3c([nH]c4ccccc43)c2=O)CC1 under APJ ag: 1
Entry for O=C(NCc1cccnc1)C1CC(c2cccc(Br)c2)=NO1 (stereo not drawn) under APJ antag: 9

Following part:
SMILES	NR3A LBD binder	tim10-1 inh	APJ ag	TIM10 inh	MPTP inh	MIN6 prolif	NALP3 yeast inh	tim23-1 inh	APJ antag
Cc1ccc(CN2C(=O)c3ccccc3C2C(=O)NCC2CCCO2)cc1 (stereo not drawn)	0	8	-4	-5	0.9	-4	2	-21	5
COC(C)(C)[C@]12CC(O)(C(C)C)ON1[C@H]1CCCCC1N2O (stereo partly drawn)	1	14	-4	-31	-5.8	-1	4	4	-8
O=C(Nc1cccc([N+](=O)[O-])c1)Nc1ccc2c(c1)OCCO2	29*	10	-4	17	62*	-1	10	0	42*
COc1ccccc1C(=O)CN1C(=O)NC2(CCc3ccccc32)C1=O (stereo not drawn)	3	7	12	4	0.0	-2	9	21	-7
O=C(CSc1nnc(-c2ccc(OC(F)F)cc2)o1)NC(=O)NCc1ccco1	-1	-3	-1	-3	1.0	-3	9	3	11
CCCCC(=O)Oc1cc(C)[nH]c(=O)c1[N+](=O)[O-]	-11	3	0	-3	-1.8	2	-13	-7	14
CN(C(=O)CN1C(=O)NC(c2ccccc2)(c2ccccc2)C1=O)C1CCS(=O)(=O)C1 (stereo not drawn)	1	7	-1	-3	0.7	0	13	5	14
Cc1cc(C)c(NC(=O)CNC(=O)[C@@H]2CCCN2C(=O)c2cccs2)c(C)c1	0	4	-4	7	-1.4	0	17	7	9
COc1ccc(-c2cc(=O)oc3cc(O)ccc23)cc1	-5	-2	-5	22	0.4	4	-10	16	-8
